MCF10A rerep: A quantitative high throughput screen for small molecules that induce DNA re-replication in MCF 10a normal breast cells. MCF 10A DNA re-replication, Hoechst nuclear intensity, 48 h. Potency, µM (highest dose often 46.1 µM), for the others: at the highest dose activity, positive = re-replication, hits mostly activators. actives 2.9% (n = 350,000). AID 624296, 2012; note: potency is the fitted concentration of half-maximal effect; % of control where 0% means no effect; nearly all actives have a fitted effect of over 50% in size
ATXN2 expr inh: Primary qHTS for Inhibitors of ATXN expression. actives 0.72% (n = 360,000). AID 1745845, 2022. HEK-293 ATXN2-luciferase reporter, luminescence, 24 h. Potency, µM (top dose mostly 57 µM), for inactives: at the top dose activity change, negative = inhibition, most hits filed as inhibitors; note: potency is the fitted concentration of half-maximal effect; % is set by controls: 0 for no effect and ±100 for the full control effect; nearly all actives have a fitted effect of over 55% in size
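ATXN2-luciferase reporter cells (luciferase flanked by upstream and downstream ATXN2 gene portions) were treated 24 h at 37 °C with compounds at up to 57 uM. SteadyGlo luminescence gave expression; GF-AFC fluorescence gave viability.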
HepG2 viability: qHTS for Inhibitors of TGF-b: Cytotox Counterscreen | HepG2 CAGA-GFP viability, ATP luminescence, 18 h | Potency, µM (titrated, usually from 46.1 µM), for inactives: at the top dose activity change, negative = cytotoxicity, most hits filed as cytotoxic | actives 0.76% (n = 410,000) | AID 588856, 2011; note: potency is the fitted concentration of half-maximal effect; some results filed as inactive show a strong effect at the top dose
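CellTiter-Glo luminescence gave cytotoxicity after 18 hours at 37 degrees C. The cells were HepG2 CAGA-GFP in 1% FBS DMEM, stimulated with 500 pg/mL TGF-beta after compound addition. %Activity was normalised to no-cell wells (complete cell-killing) and DMSO (no toxicity), and curves were fitted and classified.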
ATXN viability: Viability Counterscreen for Primary qHTS for Inhibitors of ATXN expression. S2 cells (HEK-293 line with an ATXN2-luciferase reporter) viability, CellTiter-Fluor protease fluorescence, 24 h. Potency, µM (doses to about 56.7 µM), hits mostly cytotoxic. actives 0.49% (n = 400,000); note: potency is the fitted concentration of half-maximal effect; nearly all actives have a fitted effect of over 40% in size
Nrf2 activator: qHTS of Nrf2 Activators; AREc32 ARE-luciferase reporter (MCF7-derived line), luminescence, 24 h; Potency, µM (titrated, usually from 46.1 µM), for the others: at the highest dose activation, most hits filed as activators; actives 0.31% (n = 410,000); AID 624171, 2012; note: potency is the fitted concentration of half-maximal effect; % of control where 0% means no effect; nearly all actives have a fitted effect of over 65% in size
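Quantitative high-throughput format: AREc32 reporter cells, 1000 per well, received compound by pin transfer and were incubated 24 hr at 37 deg C, 5% CO2, before Steady-Glo luminescence detection.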
Nrf2 block: Nrf2 qHTS screen for inhibitors; A549 ARE-Fluc reporter, luciferase luminescence, 18-24 h; Potency, µM (top dose mostly 46 µM), inactives show at the top dose activity change, negative = inhibition, hits mostly inhibitors; actives 2.1% (n = 360,000); AID 504444, 2011; note: potency is the fitted concentration of half-maximal effect; % is set by controls: 0 for no effect and ±100 for the full control effect; nearly all actives have a fitted effect of over 60% in size
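Concentration-response testing used A549 ARE_Fluc cells at 5000 cells/well. Following an 18-24 h compound incubation, viability was read by fluorescence (Ex 405/Em 525) and luciferase output by luminescence.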
TGFb SMAD3 inh: qHTS for Inhibitors of TGF-b; HepG2 CAGA-GFP TGF-b/SMAD3 reporter, GFP fluorescence, 18 h; TGF-beta stimulated, 500 pg/mL final; Potency, µM (titrated, usually from 46.1 µM), for the others: at the highest dose activity, negative = inhibition, hits mostly inhibitors; actives 1.2% (n = 410,000); AID 588855, 2011; note: potency is the fitted concentration of half-maximal effect; % is set by controls: 0 for no effect and ±100 for the full control effect; nearly all actives have a fitted effect of over 65% in size
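Smad-responsive CAGA-GFP expression was quantified in HEPG2 cells exposed to compounds and 500 pg/mL final TGF-beta for 18 h at 37 degrees C; unstimulated wells defined full inhibition.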
IL-1B inflam inh: qHTS for Inhibitors of Inflammasome Signaling: IL-1-beta AlphaLISA Primary Screen; THP-1 LPS/ATP IL-1B secretion, AlphaLISA, 16 h; active compounds read low; activity change, % at 57.5 µM; actives 4.7% (n = 360,000); AID 743279, 2014; in the data active = activity change below about -50%; inconclusive = mostly about -30% to -49%; note: % is set by controls: 0 for no effect and ±100 for the full control effect
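Secreted IL-1B measured by AlphaLISA bead assay after 16 h compound exposure of THP-1 cells; compounds (final up to 57.5 uM) added 1 h before LPS (250 ng/mL) and ATP (1.25 mM) stimulation; lower signal means less secretion.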
A549 viability: Nrf2 qHTS screen for inhibitors: counterscreen for cytotoxicity; A549 ARE-Fluc cells, CellTiter-Fluor viability, 18-24 h; Potency, µM (highest dose often 46 µM), without a hit: at the highest dose activity change, negative = cytotoxicity, hits mostly inhibitors; actives 0.16% (n = 390,000); AID 504648, 2011; note: potency is the fitted concentration of half-maximal effect; % is set by controls: 0 for no effect and ±100 for the full control effect
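A549 ARE-Fluc cells in 5% FBS OPTI-MEM, 5000 cells/well, rested 2 h then exposed to compounds in concentration-response for 18-24 h at 37 °C. Viability by CellTiter-Fluor fluorescence (Ex 405/Em 525) after 30 min; luciferase luminescence (BugLite, 15 min, RT) read afterwards.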
* marks the source's active call; other numbers are inactive results; i = inactive; ? = inconclusive; . = no result given; & = joins results of further samples; [ ] = another dose, or the depositor's remark. Unless noted, calls come from the whole dose curve; as a rule, active = well fitted curve in the direction sought with a large enough effect; inconclusive = small, poorly fitted or top-dose-only effect, or another doubt; inactive = no such curve, though single readings can be large; an effect the other way counts as inactive or inconclusive.

Values run as follows: ATXN2 expr inh	MCF10A rerep	ATXN viability	A549 viability	Nrf2 block	Nrf2 activator	TGFb SMAD3 inh	IL-1B inflam inh	HepG2 viability
> Cc1nc2nc[nH]n2c(=O)c1NC(=O)CCc1ccccc1
 : 3%	0%	i	11%	.	-0.3%	-5%	0	5%
> COc1ccc(C/C(N)=N/OC(C)=O)cc1OC
 : 23%	0%	i	1%	14%	-0.7%	8%	-1	0%
> CCN(CC)C(=O)C1CCCN(c2ccc([N+](=O)[O-])cc2/C=N/NC(=O)c2cccc(Br)c2)C1 (stereo not given)
 : -7%	7%	?	-14%	-15%	0.9%	-19%	?	-14%
> Cc1ccc(S(=O)(=O)N2CCCC(C(=O)NCc3ccccn3)C2)cc1 (stereo not given)
 : -31%	1%	i	3%	-22%	0.3%	1%	19	-14%
> NS(=O)(=O)c1ccc(Nc2nc(-c3ccc4ccccc4c3)cs2)cc1
 : -34%	?	i	?	?	6.2%	0%	16	-34%
> NC(=O)c1cc[n+](CC(=O)NC(=O)Nc2ccccc2)cc1
 : 11%	2%	i	-4%	9%	-0.1%	15%	24	6%
> COC(=O)c1sc(SC)nc1N
 : 27%	4%	i	13%	?	9.5%	4%	21	20%
> CC(=O)Nc1nnc(SCC(=O)NC2CCCC2)s1
 : -3%	-3%	i	1%	4%	-0.3%	-1%	11	6%
> Cc1cccc(NC(=S)NCC(C)CSc2ccc(Cl)cc2)c1 (stereo not given)
 : .	18µM*	i	-24%	?	-0.7%	13µM*	-9	14µM*
> Cc1ccc2nc(/C(C#N)=C/c3ccc(-c4cccc([N+](=O)[O-])c4)o3)[nH]c2c1
 : -15%	21%	i	-11%	9%	3.4%	3%	0	13%
> CCCCCC(=O)N(c1ccc(OCC)cc1)S(=O)(=O)c1ccc2c(c1)n(C)c(=O)n2C
 : 7%	.	i	2%	14%	-1.2%	11%	.	3%
> O=C(Nc1ccccc1)C1CC(O)CN1S(=O)(=O)c1ccc([N+](=O)[O-])cc1 (stereo not given)
 : 5%	0%	i	1%	11%	-0.3%	6%	5	8%
> CCOC(=O)[C@]12CCC=C1N(Cc1ccc3c(c1)OCO3)C(=O)[C@H](CC(=O)NCC13CC4CC(CC(C4)C1)C3)C2
 : -32%	.	?	.	.	-0.1%	.	?	.
> Cc1cc2oc(=O)cc(CN(C)Cc3ccccc3)c2cc1Cl
 : 29%	.	i	.	.	5.6%	-9%	-8	-1%
> O=C(c1ccncc1)N(c1ccc2oc3c(c2c1)CCCC3)S(=O)(=O)c1ccc(F)cc1
 : 4%	?	i	-6%	?	6.6%	?	-138*	-95%
> CC(C)Nc1nc(NC(C)C)nc(N(C#N)CCOc2ccc(Cl)cc2Cl)n1
 : ?	18µM*	i	8%[1.84 µM]	?	-0.5%	?	-13	-35%
> CCOC(CCNC(=O)c1cn(CCOC)c(=O)c2c1c1ccccc1n2C)OCC
 : 2%	-7%	i	-12%	-14%	-0.1%	10%	22	-1%
> Cc1cc(C)nc(N2CCCC(C(=O)NC(C)CCc3ccco3)C2)n1 (stereo not given)
 : -5%	5%	i	-3%	.	3.7%	-2%	-4	-9%
> Cc1cc(NC(=O)CSc2nnc(C3COc4ccccc4O3)n2C)no1 (stereo not given)
 : 10%	-18%	i	7%	-4%	0.4%	-16%	-11	1%
> N#C/C(=C/c1cccc([N+](=O)[O-])c1)c1nnc2n1CCCCC2
 : -13%	4%	?	-4%	?	?	-7%	-112*	3%
> Cc1ccc(N(C(=O)Cn2nnc(-c3ccccc3)n2)C(C(=O)NC2CCCCC2)c2ccccn2)cc1C (stereo not given)
 : -1%	?	i	1%	-6%	0.3%	-9%	0	-1%
> COc1ccc(S(=O)(=O)N2CCN(C(=O)c3ccco3)CC2)c(C)c1C
 : -24%	-1%	i	-10%	?	0.2%	?	12	-64%
> Cc1nn(-c2ccc(N3CCCC3)nn2)c(C)c1CCC(=O)N1CCN(c2ccc(F)cc2)CC1
 : .	.	.	-1%	-10%	2.2%	-7%	.	-17%
> CNc1ccc(Br)cc(C(=O)/C=C/c2cc(OC)ccc2OC)c1=O
 : ?	?	.	?	?	14µM*	16µM*	-99*	-80%
> N#Cc1nc(COc2ccc(F)cc2)oc1NCCN1CCOCC1
 : -9%	-5%	i	-8%	11%	-0.7%	-9%	14	5%
> CCN(C(=O)COc1ncnc2ccc(Br)cc12)C1CCS(=O)(=O)C1 (stereo not given)
 : 1%	-9%	i	-3%	-2%	-0.5%	9%	21	-2%
> COc1ccc(-c2nnc(SCC(=O)NCCC(C)C)nc2-c2ccc(OC)c(OC)c2)cc1OC
 : -3%	5%	?	-17%&-7%	?	3.7%&4.6%	0%&53%	?	-3%&4%
> O=C(CC[C@H]1O[C@@H](n2ccc(=O)[nH]c2=O)[C@H](O)[C@@H]1O)NCc1cccc2ccccc12
 : 8%	.	i	.	.	-0.5%	17%	30	-3%
> Cc1ccc(NS(=O)(=O)c2ccc(-c3csc(C)n3)s2)c(C)c1
 : -24%	-1%	i	1%	-17%	-0.5%	?	3	-9%
> CN1CCN(C(=O)C2=C[C@@H](c3coc4ccccc4c3=O)C[C@@H](OCCCCO)O2)CC1
 : -1%	8%	i	2%	13%	-0.2%	1%	-1	-7%

Just MCF10A rerep, for some of the entries so far:
compound,MCF10A rerep
CNc1ccc(Br)cc(C(=O)/C=C/c2cc(OC)ccc2OC)c1=O,?
N#Cc1nc(COc2ccc(F)cc2)oc1NCCN1CCOCC1,-5%

Other structures:
Values run as follows: ATXN2 expr inh	MCF10A rerep	ATXN viability	A549 viability	Nrf2 block	Nrf2 activator	TGFb SMAD3 inh	IL-1B inflam inh	HepG2 viability
> O=C(CN1N=C(c2ccc(Cl)cc2)CCC1=O)NCc1ccc(F)cc1
 : .	.	.	16%	.	7.1%	?	.	-25%
> Cn1c(SCC(=O)N2CCCc3ccccc32)ncc(C(=O)Nc2ccc(Cl)cc2)c1=O
 : .	.	.	16%	.	2.8%	-14%	.	-20%
> COc1ccc(NS(=O)(=O)c2ccc(NC(=O)c3ccccn3)cc2)cc1
 : -13%	15%	i	-6%	?	0.0%	-16%	4	-1%
> CCOc1ccc(NC(=O)c2oc3ccccc3c2NC(=O)Cc2cccc(C)c2)cc1
 : 3%	.	i	0%	-25%	-0.5%	2%	.	3%
> Cc1cc(C)c(Nc2nn3c(=O)c4cc5c(cc4nc3s2)OCO5)c(C)c1
 : 15%	.	i	0%	12%[9.27 µM]	-0.7%	0%	.	0%
> Cc1cc(/C=N/Nc2nc(N3CCOCC3)nc(N3CCOCC3)n2)c(C)n1-c1ccccc1
 : -4%	14%	?	3%	-23%	4.9%	1%	-1	-28%
> CCCCOc1cccc(C(=O)N(Cc2ccc(Br)o2)C2CCS(=O)(=O)C2)c1 (stereo not given)
 : .	.	.	0%	-29%	0.7%	?	.	-16%
> COc1ccc(OC)c(NC(=S)NCc2ccco2)c1
 : 1%	3%	i	-4%	-11%	2.5%	-17%	-19	0%
> Cc1ccccc1Nc1c(-c2ccccn2)nc2c(C)cccn12
 : ?	0%	?	-5%	0%	-0.5%	-19%	-12	-18%
> COc1ccc(CCNC(=O)C2CCN(c3nc4ccccc4nc3C(F)(F)F)CC2)cc1OC
 : 6%	.	i	-8%	?	-0.9%	-30%	.	-10%
> COc1ccc(C(=O)N[C@H]2COC(C)(C)O[C@H]2c2ccccc2)cc1
 : 9%	-1%	i	-3%	10%	1.7%	14%	0	-3%
> COc1cc(-c2cc(NC=O)c3ncc(-c4ccc(C(C)=O)cc4)n3c2)cc(OC)c1OC
 : 0%	.	i	.	.	5.1%	56%[activator]	-59*	-9%
> Cc1cccc(N2C(=S)N=C(Nc3c(C)cccc3C)C23CCOC(C)(C)C3)c1 (stereo not given)
 : -2%	4%	i	5%	10%	0.7%	22%	2	5%
> C=CCOc1nc(-c2ccccc2Cl)nc2ccccc12
 : -15%	12%	i	0%	-12%	0.5%	-1%	31	6%
> CCC(Cn1nnc2ccccc2c1=O)NC(=O)Nc1cccc(C)c1C (stereo not given)
 : .	.	.	3%	18%	0.4%	0%	.	0%
> c1cc(CSc2nnc(-c3ccc4c(c3)OCO4)o2)ccn1
 : 46%[activator]	-9%	i	8%	?	3.3%	-24%	-7	-1%
> Cc1ccc(CN(C#N)c2nc(C)cc(C)n2)cc1
 : 5%	-6%	i	-1%	1%	-0.6%	-16%	-16	-1%
> Cc1ccc(Cn2c(=O)n(-c3ccccc3)c(=O)c3ccc(C(=O)NCc4ccco4)cc32)cc1
 : ?	?	?	1%&3%	-4%&-18%	7.4%&4.9%	?	21	-43%&-25%
> Cc1cc(NC(=O)CSCC(=O)N2CCN(c3cccc(C)c3C)CC2)no1
 : -2%	4%	i	-2%	-10%	-0.5%	-8%	18	1%
> O=C(NC1CCCCC1)C(c1ccc(F)cc1)N(C(=O)Cc1ccsc1)c1ccc(F)cc1 (stereo not given)
 : 6%	11%	i	-7%	3%	-0.2%	-13%	6	6%
> O=C1CN(CCN2CC(=O)N(Cc3ccccc3)C(=O)C2)CC(=O)N1Cc1ccccc1
 : .	.	i	.	.	0.2%	7%	0	6%
> O=S(=O)(c1ccc2nnn(O)c2c1)N1CCCCC1
 : .	-9%	i	1%	1%	-0.6%	8%	0	-5%
> C/C(=N\Nc1cc(N2CCOCC2)ncn1)c1ccccc1
 : .	1%	i	?	?	11%	2%	-79*	-53%

Screening results as filed in PubChem BioAssay.

Not a hit list; about 8.8% have a hit in one of these screens.
